TexasRed fluor – Total Fluorescence Counterscreen for Inhibitors of the Interaction of Thyroid Hormone Receptor and Steroid Receptor Coregulator 2 | TRb/SRC2 Texas Red total fluorescence interference | Potency, µM (top dose mostly 106 µM), inactives show at the top dose fluorescence change, negative = quenching | 280,000 tested, 0.29% active | AID 1479, 2009; active = well fitted curve in either direction with a large enough effect; inconclusive = small, poorly fitted or top-dose-only effect
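Human TRb ligand-binding domain at 0.6 uM with 20 nM Texas Red SRC2 peptide in Tris buffer containing 1 uM T3 and 5% DMSO, incubated with compound 5 h at ambient temperature. Total fluorescence (555/632 nm) calculated as parallel + 2 × perpendicular.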
RGS12 GoLoco inh – qHTS Assay for Inhibitors of RGS12 GoLoco Motif Activity (Red Fluorophore); 230,000 tested, 0.44% active; Guanine nucleotide-binding protein G(i) subunit alpha-1 (Homo sapiens), P63096; Gai1:RGS12 GoLoco peptide FP, rhodamine, 10 min; Potency, µM (series often up to 61.6 µM), for inactives: at the highest dose activity, negative = inhibition, actives largely listed as inhibitors; active = well fitted inhibition curve with a large enough effect, not every such curve was filed as active; inactive = no such curve, though single readings can be large or run the other way; also: nearly all actives have a fitted effect of over 30% in size; many of its hits are not listed in these tables
TRb-SRC2 inh – qHTS for Inhibitors of the Interaction of Thyroid Hormone Receptor and Steroid Receptor Coregulator 2; TRbeta-SRC2 peptide binding, fluorescence polarization; receptor liganded with 1 µM T3; Potency, µM (top dose mostly 106 µM), for the others: at the top dose activity change, negative = inhibition, usual class: inhibitors; 280,000 tested, 0.065% active;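 also: plate controls were bound peptide for no effect and peptide without receptor for full effect; nearly all actives have a fitted effect of over 50% in size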
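A fluorescence polarization screen tested compounds at multiple concentrations against complex formation between 0.6 uM TRb ligand-binding domain and 20 nM Texas Red SRC2 peptide, with 1 uM T3 present; readout after 5 hr.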
L3MBTL1 inh – qHTS Assay for the Inhibitors of L3MBTL1 | Lethal(3)malignant brain tumor-like protein 1 (Homo sapiens), Q9Y468 | AlphaScreen L3MBTL1–H3K9me1 peptide binding | 230,000 tested, 0.66% active | Potency, µM (top dose mostly 57.1 µM), inactives show at the top dose activity, negative = inhibition, hits mostly inhibitors; also: nearly all actives have a fitted effect of over 60% in size
Target sequence (Q9Y468 whole entry, looked up): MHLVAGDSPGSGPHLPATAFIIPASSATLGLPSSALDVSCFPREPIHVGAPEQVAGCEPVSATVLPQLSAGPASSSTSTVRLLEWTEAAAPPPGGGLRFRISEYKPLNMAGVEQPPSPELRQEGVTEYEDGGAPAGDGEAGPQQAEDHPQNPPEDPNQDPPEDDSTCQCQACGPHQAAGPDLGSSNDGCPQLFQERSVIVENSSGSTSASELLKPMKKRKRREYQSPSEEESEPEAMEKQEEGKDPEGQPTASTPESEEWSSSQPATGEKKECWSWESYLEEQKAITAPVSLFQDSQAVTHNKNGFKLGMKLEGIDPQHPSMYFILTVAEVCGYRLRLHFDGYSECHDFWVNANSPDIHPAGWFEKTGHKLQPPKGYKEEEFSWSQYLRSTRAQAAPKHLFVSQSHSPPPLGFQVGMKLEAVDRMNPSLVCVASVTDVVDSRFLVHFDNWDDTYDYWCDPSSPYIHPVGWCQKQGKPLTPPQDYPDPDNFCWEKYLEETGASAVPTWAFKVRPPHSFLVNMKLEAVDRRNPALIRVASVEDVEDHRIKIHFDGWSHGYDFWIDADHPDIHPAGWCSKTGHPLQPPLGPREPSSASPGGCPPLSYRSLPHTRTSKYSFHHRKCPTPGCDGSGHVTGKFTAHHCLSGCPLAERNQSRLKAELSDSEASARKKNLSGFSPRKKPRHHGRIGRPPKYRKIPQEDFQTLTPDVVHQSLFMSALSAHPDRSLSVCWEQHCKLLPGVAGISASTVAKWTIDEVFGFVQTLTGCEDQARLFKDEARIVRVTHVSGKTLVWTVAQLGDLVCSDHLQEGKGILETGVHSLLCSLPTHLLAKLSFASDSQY
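AlphaScreen assay: L3MBTL1 (50 nM final) was preincubated 30 min at room temperature with biotinylated H3(1-15)K9me1 peptide (75 nM final), then 30 min with library compounds; streptavidin donor and nickel chelate acceptor beads (10 ug/mL final) added, 30 min dark.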
Tau ThT inhib – qHTS for Inhibitors of Tau Fibril Formation, Thioflavin T Binding. AID 1460, 2008. Potency, µM (series often up to 57.4 µM), for the others: at the highest dose activity, negative = inhibition, most hits filed as inhibitors. Microtubule-associated protein tau (Homo sapiens), P10636. 270,000 tested, 2.1% active. recombinant tau K18 P301L (four-repeat tau fragment), heparin-induced fibrillization, ThT fluorescence; also: nearly all actives have a fitted effect of over 55% in size
Target sequence (P10636 561-689 P618L limits assumed): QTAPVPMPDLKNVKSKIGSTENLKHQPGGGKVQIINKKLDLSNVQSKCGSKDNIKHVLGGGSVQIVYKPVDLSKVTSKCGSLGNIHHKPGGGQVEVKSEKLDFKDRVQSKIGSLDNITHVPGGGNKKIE
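Tau K18 P301L fragment (15 uM unlabeled plus 0.24 uM Alexa 594-labeled) in 100 mM sodium acetate pH 7 with compound, fibrillization induced by 20 uM heparin for 6 hr at 37 C. Thioflavin T (30 uM) added, fluorescence read after 1 hr (ex 450, em 510 nm).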
Tau fibril FP – qHTS for Inhibitors of Tau Fibril Formation, Fluorescence Polarization; Potency, µM (top dose mostly 57.7 µM), inactives show top-dose activity, negative = inhibition, usual class: inhibitors; K18 P301L tau heparin fibrillization, Alexa594 FP, 6 h; 280,000 tested, 0.39% active; also: nearly all actives have a fitted effect of over 55% in size
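FP of Alexa 594-tau after heparin (20 uM) induction. Substrate: human K18 P301L, 15 uM unlabeled, 0.24 uM labeled. Buffer 100 mM sodium acetate pH 7. 6 hr, 37 C.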
KDM4E inh – qHTS Assay for Inhibitors of Human Jumonji Domain Containing 2E (JMJD2E). Lysine-specific demethylase 4E (Homo sapiens), B2RXH2. JMJD2E catalytic domain, FDH-coupled NADH fluorescence (FDH is formaldehyde dehydrogenase). Potency, µM (doses to about 57.1 µM), for inactives: at the highest dose activity change, negative = inhibition, usual class: inhibitors. 230,000 tested, 1.6% active; active = well fitted inhibition curve with a large enough effect, not every such curve was filed as active; inconclusive = small, poorly fitted or top-dose-only effect, or another doubt; inactive = no such curve, though single readings can be large or run the other way;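 also: 0% = wells with enzyme and -100% = buffer wells without enzyme; nearly all actives have a fitted effect of over 50% in size; many of its hits are not listed in these tables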
RECQ1 helicase – qHTS Assay for Inhibitors of RecQ-Like Dna Helicase 1 (RECQ1). ATP-dependent DNA helicase Q1 (Homo sapiens), P46063. RECQ1 DNA unwinding, red fluorescence kinetic read. Potency, µM (doses to about 57.3 µM), for the others: top-dose activity, negative = inhibition, actives largely listed as inhibitors. 240,000 tested, 0.54% active. AID 2549, 2010;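 also: plate controls were vehicle for no effect and no enzyme for full effect; nearly all actives have a fitted effect of over 30% in size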
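RECQ1T1 50 nM; forked duplex (20 bp + 30-nt ss tails) 200 nM, ATP 2 mM final; pH 8.0, 2 mM MgCl2, 2.5 ug/ml poly(dI-dC); 15 min compound preincubation; discontinuous kinetic read over 2 h at RT.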
Numbers without * were called inactive; i = inactive; ? = inconclusive; . = no result given; & = joins results of further samples; [ ] = another dose, or the depositor's remark. Unless noted, calls follow the shape of the dose curve; as a rule, active = well fitted curve in the direction sought with a large enough effect; inconclusive = small, poorly fitted or top-dose-only effect, or another doubt; inactive = no such curve, though single readings can be large; an effect the other way counts as inactive or inconclusive. Unless noted, % is scaled to controls: 0 for no effect and ±100 for the full control effect; potency is read from the fitted curve at half-maximal effect. Some of the compounds tested; count on the stated rates, not on these rows.

SMILES	TexasRed fluor	RGS12 GoLoco inh	TRb-SRC2 inh	L3MBTL1 inh	Tau ThT inhib	Tau fibril FP	KDM4E inh	RECQ1 helicase
O=C(NCc1cn(-c2ccccc2)nc1-c1ccccc1)c1ccc([N+](=O)[O-])cc1	0%	6%	9%	-1%	-3%	4%	-1%	-7%
O=C(c1ccco1)N1CCN(Cc2nc(-c3cccs3)no2)CC1	-3%	-2%	3%	5%	-11%	-1%	3%	i
CCCC(=O)NC(Nc1ccc(S(=O)(=O)Nc2cc(C)on2)cc1)(C(=O)OCC)C(F)(F)F (stereo unspecified)	-3%	-5%	3%	2%	-23%	-8%	1%	0%
Cc1cc(NC(=O)CN2CCOCC2)n(-c2ccccc2)n1	-2%	3%	-7%	5%	-8%	5%	6%	i
COc1ccc(CCNC(=O)c2cccc(-n3c(C)nc4cccnc43)c2)cc1OC	1%	.	7%	.	3%	0%	.	.
CC1CCc2c(C(=O)N3CCN(S(=O)(=O)c4cccs4)CC3)csc2C1 (stereo unspecified)	0%	14%	-2%	0%	-10%	1%	-1%	-1%
C[C@@H](c1ccccc1)N1C(=O)[C@H]2[C@@H]3[C@H](O)[C@H](O)CC(=O)[C@H]3CC[C@H]2C1=O	-2%&-6%[11.2 µM]	.	-2%&1%[11.2 µM]	.	-6%&-8%[11.5 µM]	3%&-1%[11.6 µM]	.	18%[11.5 µM]
Cc1ccc(Nc2ccc(NCc3ccccc3)nn2)cc1C	-7%	-3%	-5%	-1%	?	?	13%	i
Cc1ccc(N2C(=O)Nc3cc(Cl)c(Cl)cc3N2O)cc1Cl	0%	1%	2%	.	-1%	5%	4%	-3%
Cc1nc2sc(C(c3ccc(Cl)cc3)N3CCN(CCO)CC3)c(O)n2n1 (stereo unspecified)	0%	-4%	2%	.	-12%	3%	7%	i
COc1cc(C=O)ccc1OCCOc1ccccc1[N+](=O)[O-]	-5%	2%	8%	8%	?	2%	-10%	0%
Cc1cc(C(=O)NCC2CCCO2)n(-c2ccccc2)n1 (stereo unspecified)	-3%	-5%	2%	-6%	5%	7%	3%	1%
Cc1ccc(N2CCN(C(=O)N3CCOCC3)CC2)cc1C	0%	11%	-2%	4%	?	-3%	7%	-17%
O=c1cc(-c2ccccc2F)nc(-c2ccccc2F)o1	1%	0%	-19%	0%	1%	14%	-1%	0%
Cc1ccccc1NS(=O)(=O)c1ccc2[nH]cc(C(=O)N3CCCCC3)c(=O)c2c1	-13%	.	-3%	?	0%	3%	.	.
COC(=O)c1c(NC(=O)c2cc3ccccc3c(=O)o2)sc2c1CCCC2	2%	.	10%	.	-12%	-7%	.	.
COc1ccc(CCN(C)C(=O)CSc2ncnc3sccc23)cc1OC	2%	38%[activator]	5%	-1%	-8%	-2%	3%	i
CC(CCc1ccccc1)NC(=O)COC(=O)c1ccccc1O (stereo unspecified)	-1%	8%	-11%	.	0%	-5%	1%	-2%
O=C(N[C@@H](Cc1ccc(O)cc1)C(=O)O)C(c1ccccc1)c1ccccc1	-1%	-8%	0%	16%	6%	6%	6%	9%
CCN(CC)S(=O)(=O)c1cccc2c(N(C)C)cccc12	-3%	-4%	-12%	47%[activator]	-4%	3%	-7%	-9%
Cc1cc(=S)cc(C)n1CCCO	1%	3%	5%	-10%	?	-6%	-7%	4%
COc1cccc(/C=N/NC(=O)c2c(-c3ccccc3)noc2C)c1	0%	-2%	-3%	-6%	-3%	-1%	-2%	-1%
O=C(NCc1ccc2c(c1)OCO2)C(=O)NCC1CCCO1 (stereo unspecified)	-2%	-7%	-5%	.	-1%	-10%	5%	-1%
O=C(Nc1nccs1)c1csc2c1CCCC2	-2%	0%	-5%	-7%	-12%	-1%	2%	-4%
CCc1ccc(N2CCn3c2nc2c3c(=O)n(CCc3ccccc3)c(=O)n2C)cc1	?	.	-2%	.	-2%	-5%	.	.
CC(C)(C)C(=O)Nc1ccc2nc(SCc3ccccc3)sc2c1	2%	.	2%	.	-16%	-11%	.	.
CC1(C)Cc2ccccc2C(C(Cc2ccccc2)C(N)=O)=N1 (stereo unspecified)	-1%[53 µM]	65%	-2%[53 µM]	-7%	5%	6%	-12%	-10%
COc1ccccc1NC(=O)CSc1ccc2nnc(-c3cccnc3)n2n1	-8%	3%	1%	-12%	-5%	-2%	7%	-3%
Cc1cc(C)n(CC(O)COc2c(C)cccc2C)n1 (stereo unspecified)	2%	95%[activator]	2%	5%	0%	-2%	1%	i
CC1(C)CC[C@]2(C(=O)O)CC[C@]3(C)C(=CC[C@@H]4[C@@]5(C)CC[C@H](O)C(C)(C)[C@@H]5CC[C@]43C)[C@@H]2C1	-1%	2%	-3%	.	10%	2%	6%	i
c1csc(CNc2nc(-c3cccs3)nc3ccccc23)c1	-2%	2%	-2%	.	-4%	?	?	-9%
CCC(CC)C(=O)Nc1ccccc1NC(C)=O	1%	3%	3%	8%	-1%	3%	-2%	-8%
CCOc1cc(C(=O)OCC(=O)c2cc(C)n(CC3CCCO3)c2C)ccc1OCC(=O)N1CCOCC1 (stereo unspecified)	0%	5%	2%	.	-14%	-2%	-13%	-10%
Cc1ccccc1Nc1nn2c(=O)c3ccc(C(=O)NCc4cccs4)cc3nc2s1	-4%	.	-4%	.	?	?	.	.
CCc1nn2c(=O)cc(COC(=O)Cc3ccccc3)nc2s1	-4%	.	-5%	.	-3%	-1%	.	.
COc1ccc2c(C)c(CC(=O)NCc3ccccc3Cl)c(=O)oc2c1OC	?	.	1%	.	2%	4%	.	.
Cc1cc(NC(=O)c2ccc(NC(=O)CCS(=O)(=O)c3cccs3)cc2)ccc1Br	5%	.	9%	.	?	?	.	.
Cc1nc2ccccc2nc1N/N=C/c1ccc(O)cc1O	-12%	0%	8%	14µM*	14µM*	?	?	-21%
Cc1cccn2c(=O)cc(COc3ccc(NC(=O)C(C)C)cc3)nc12	0%	.	4%	.	3%	-3%	.	.
COc1ccc(-c2cc(C(F)(F)F)n3nc(C(=O)Nc4cccc(Cl)c4Cl)cc3n2)cc1OC	0.035µM*[quencher]	.	-25%[53 µM]	.	-15%	-7%	.	.

Two compounds from above, showing only RGS12 GoLoco inh, Tau fibril FP and TRb-SRC2 inh.
Structure	RGS12 GoLoco inh	Tau fibril FP	TRb-SRC2 inh
CCC(CC)C(=O)Nc1ccccc1NC(C)=O	3%	3%	3%
CC1(C)Cc2ccccc2C(C(Cc2ccccc2)C(N)=O)=N1 (stereo unspecified)	65%	6%	-2%[53 µM]

Continuation:
SMILES	TexasRed fluor	RGS12 GoLoco inh	TRb-SRC2 inh	L3MBTL1 inh	Tau ThT inhib	Tau fibril FP	KDM4E inh	RECQ1 helicase
O=C(Cc1ccc(Br)cc1)N1CCCCCC1	1%	-4%	-2%	6%	2%	7%	-1%	-8%
Cc1noc(C(=O)Nc2cccc(O)c2)c1Cl	0%	8%	-6%	.	.	1%	3%	-1%
c1ccc(-c2nnc(CN3CCC4(CC3)OCCO4)o2)cc1	-2%	10%	-3%	1%	3%	0%	3%	1%
Cc1cc(C)nc(N2CCC(C(=O)Nc3ccc4c(c3)OCO4)CC2)n1	-5%	3%	-3%	-1%	-9%	7%	?	i
CCC(=O)Nc1sc2c(c1C(=O)N(C)C)CCCCC2	0%	-10%	-4%	12%	1%	3%	-4%	-5%
CCc1c(C)sc(NC(=O)CCc2ccc(OC)cc2)c1C(N)=O	-4%	9%	-7%	.	-8%	4%	3%	-11%
O=C(NCCc1c[nH]c2ccccc12)Nc1ccccc1	3%	6%	5%	-7%	-22%	9%	0%	-14%
O=c1[nH]nc(CSCc2ccccc2Cl)[nH]1	2%	-14%	-12%	.	-3%	1%	5%	1%
CCOc1ccc2nc(NCCCNS(=O)(=O)c3ccccc3)c(C#N)cc2c1	1%	6%	3%	.	-6%	7%	?	-6%
COc1ccc(CN2CCCC(CNC(=O)c3ccc(F)cc3)C2)cc1OC (stereo unspecified)	0%	9%	4%	-2%	-1%	2%	2%	8%
COc1ccc(CC(=O)NCCc2ccc(Cl)cc2Cl)cc1	1%	-8%	2%	-15%	-4%	1%	1%	i
CCOc1ccc(CNS(=O)(=O)c2c(C(=O)N3CCCCCC3)c(C)n(C)c2C)cc1OC	-3%	.	-7%	.	1%	0%	.	.
Cc1cccc(-n2c(SCC(=O)Nc3cccc(S(=O)(=O)NC4=NCCCCC4)c3)nc3ccccc3c2=O)c1C	3%	14%	-4%	-1%	-8%	-3%	2%	-14%
O=S(=O)(Cc1nc2ccccc2s1)c1ccccc1	-7%	-6%	-2%	.	-15%	5%	4%	1%
Cc1cc(C(=O)CN2C(=O)NC3(CCCc4ccccc43)C2=O)c(C)n1Cc1cccs1 (stereo unspecified)	2%	11%	-5%	-4%	-3%	-6%	-3%	-9%
COc1ccc(NC(=O)c2sc3nc(-c4cc5ccc(OC)cc5oc4=O)[nH]c(=O)c3c2C)cc1	-5%	.	3%	.	1%	2%	.	.
COc1ccc(OC)c(NC(=O)Cn2c(=O)cc(C)c3c(C)nn(-c4cccc(Cl)c4C)c32)c1	0%	.	-1%	.	12%	1%	.	.
COc1ccc(OC)c(NC(=O)c2c(NCc3cccs3)sc3c2CCCCC3)c1	1%	.	3%	.	?	-6%	.	.
COc1cccc(N2CC(NC(=O)C3CCCC3)CC2=O)c1 (stereo unspecified)	0%	.	-2%	.	-7%	-5%	.	.
COc1ccc(NC(=O)c2cnc(C)cn2)c2ncccc12	0%	10%	-4%	-7%	-10%	-2%	5%	-12%
